UCHL1 block – inhibitors of human UCHL1 deubiquitinase | Ubiquitin carboxyl-terminal hydrolase isozyme L1 (Homo sapiens), P09936 | inhibition, % at 20 µM | purified UCHL1, Ub-rhodamine cleavage fluorescence | actives 0.2% (n = 47,000) | AID 1645859, 2021
USP8 inh – inhibitors of human USP8 deubiquitinase; Ubiquitin carboxyl-terminal hydrolase 8 (Homo sapiens), P40818; purified USP8, Ub-rhodamine cleavage fluorescence, 30 min; inhibition, % at 20 µM; actives 4.2% (n = 47,000); AID 1645853, 2021
OTUD3 inh – inhibitors of human OTUD3 deubiquitinase | OTU domain-containing protein 3 (Homo sapiens), Q5T2D3 | purified OTUD3, Ub-rhodamine fluorescence, 2 h | inhibition, % at 25 µM | actives 0.7% (n = 47,000) | AID 1645858, 2021
Target sequence (Q5T2D3 whole entry, looked up, the tested form may be a part): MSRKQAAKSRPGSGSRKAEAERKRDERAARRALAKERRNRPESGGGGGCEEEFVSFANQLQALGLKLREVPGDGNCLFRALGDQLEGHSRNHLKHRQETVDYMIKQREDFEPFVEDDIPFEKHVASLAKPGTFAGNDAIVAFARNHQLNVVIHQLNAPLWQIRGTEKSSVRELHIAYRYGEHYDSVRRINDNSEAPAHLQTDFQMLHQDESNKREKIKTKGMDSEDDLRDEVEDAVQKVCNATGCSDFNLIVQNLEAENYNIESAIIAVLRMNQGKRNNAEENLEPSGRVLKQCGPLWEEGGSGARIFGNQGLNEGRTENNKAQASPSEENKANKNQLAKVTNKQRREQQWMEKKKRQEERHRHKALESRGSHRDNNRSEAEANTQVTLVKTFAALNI
USP30 block – inhibitors of human USP30 deubiquitinase | purified USP30, Ub-rhodamine cleavage fluorescence | inhibition, % at 25 µM | actives 5.3% (n = 47,000) | AID 1645860, 2021
USP10 block – inhibitors of human USP10 deubiquitinase | Ubiquitin carboxyl-terminal hydrolase 10 (Homo sapiens), Q14694 | purified USP10, Ub-rhodamine fluorescence, 60 min | inhibition, % at 20 µM | actives 1.1% (n = 47,000) | AID 1645856, 2021
USP7 inh – inhibitors of human USP7 deubiquitinase; actives 0.3% (n = 47,000); AID 1645854, 2021; purified USP7, Ub-rhodamine cleavage fluorescence; inhibition, % at 20 µM; Ubiquitin carboxyl-terminal hydrolase 7 (Homo sapiens), Q93009
USP17 inh – inhibitors of human USP17 deubiquitinase. actives 6.5% (n = 47,000). Ubiquitin carboxyl-terminal hydrolase 17-like protein 5 (Homo sapiens), A8MUK1. inhibition, % at 50 µM. purified USP17, Ub-rhodamine cleavage fluorescence, 3 h. AID 1645855, 2021
Target sequence (A8MUK1 whole entry, looked up): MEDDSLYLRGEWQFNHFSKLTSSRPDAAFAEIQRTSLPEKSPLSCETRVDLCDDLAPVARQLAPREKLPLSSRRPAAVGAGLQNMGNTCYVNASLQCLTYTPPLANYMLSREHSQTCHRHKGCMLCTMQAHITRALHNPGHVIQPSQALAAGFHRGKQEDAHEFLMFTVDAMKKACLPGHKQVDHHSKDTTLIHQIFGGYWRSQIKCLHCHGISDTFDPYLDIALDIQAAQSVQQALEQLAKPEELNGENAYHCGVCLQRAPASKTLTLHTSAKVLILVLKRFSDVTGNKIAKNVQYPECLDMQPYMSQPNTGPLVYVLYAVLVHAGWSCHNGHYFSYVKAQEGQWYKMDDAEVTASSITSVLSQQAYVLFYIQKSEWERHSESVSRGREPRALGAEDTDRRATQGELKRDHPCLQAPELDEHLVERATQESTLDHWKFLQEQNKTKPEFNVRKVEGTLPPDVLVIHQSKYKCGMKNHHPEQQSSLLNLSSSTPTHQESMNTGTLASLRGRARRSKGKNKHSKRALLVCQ
USP28 inh – inhibitors of human USP28 deubiquitinase | inhibition, % at 25 µM | purified USP28, Ub-rhodamine cleavage fluorescence, 30 min | AID 1645857, 2021 | Ubiquitin carboxyl-terminal hydrolase 28 (Homo sapiens), Q96RU2 | actives 3% (n = 47,000)
Active calls of the source: *; / = not tested or not shown. Rule as the data show it: active = inhibition above about 30%; inactive = the rest. An unsorted share of the library; any-hit rate near 14%.

USP30 block,USP17 inh,OTUD3 inh,USP7 inh,USP8 inh,USP10 block,USP28 inh,UCHL1 block,smiles
10,2,-6,7,25,24,-6,2,COc1ccc(-c2cnn3c2NC(=O)CC3C(=O)Nc2ccc3c(c2)OCO3)cc1 (stereo not drawn)
13,/,13,3,11,-3,21,5,COc1ccccc1/C=C/C(=O)Nc1cc(C)nn1-c1ccccc1
-17,-10,4,1,-79,-3,-8,-2,CCN1C[C@H]2CCN(C(=O)c3cnccn3)CC[C@H]2S1(=O)=O
6,-1,1,-1,-2,2,-5,0,Cc1cccc(OCCNC(=O)CCc2ccccc2)c1
-39,-14,-14,15,74*,28,-10,2,O=C(Nc1ccc2snnc2c1)Nc1ccc(F)cc1F
37*,/,15,8,36*,22,11,0,CCOc1ccc(NC(=O)Cn2c(-c3ccccc3)cc(C(C)=O)c2C)cc1
7,12,-3,2,7,12,73*,5,N#Cc1ccc(Cn2nnc(-c3cccc(Cl)c3)n2)cc1
17,5,4,-4,0,1,9,4,N#Cc1cccc(NC(=O)c2nn(C3CCS(=O)(=O)C3)c3c2CCCC3)c1 (stereo not drawn)
-40,-111,-16,-6,-11,-3,-17,0,COc1ccccc1NC(=O)CN1CCC2(CC1)CN(C(C)=O)Cc1cc(C)ccc1O2
-287,-12,-21,-21,25,-9,-53,0,c1coc(-c2nc(CN3CCCC3Cn3cncn3)cs2)c1 (stereo not drawn)

Single entries from the results shown:
USP30 block with COc1ccccc1NC(=O)CN1CCC2(CC1)CN(C(C)=O)Cc1cc(C)ccc1O2 = -40
USP28 inh with COc1ccccc1/C=C/C(=O)Nc1cc(C)nn1-c1ccccc1 = 21
UCHL1 block with O=C(Nc1ccc2snnc2c1)Nc1ccc(F)cc1F = 2
UCHL1 block with COc1ccc(-c2cnn3c2NC(=O)CC3C(=O)Nc2ccc3c(c2)OCO3)cc1 (stereo not drawn) = 2
USP8 inh with c1coc(-c2nc(CN3CCCC3Cn3cncn3)cs2)c1 (stereo not drawn) = 25
USP10 block with CCN1C[C@H]2CCN(C(=O)c3cnccn3)CC[C@H]2S1(=O)=O = -3
USP8 inh with N#Cc1cccc(NC(=O)c2nn(C3CCS(=O)(=O)C3)c3c2CCCC3)c1 (stereo not drawn) = 0

The results go on.
USP30 block,USP17 inh,OTUD3 inh,USP7 inh,USP8 inh,USP10 block,USP28 inh,UCHL1 block,smiles
23,16,7,8,4,10,1,-1,CCCCCCCCCCCC/C=C/C(O)C(=O)NC(COC1OC(CO)C(O)C(O)C1O)C(O)/C=C/CC/C=C(\C)CCCCCCCCC (stereo not drawn)
-2,-4,5,-6,-50,8,11,3,Cc1ccc(S(=O)(=O)n2nc(OC(=O)c3cccc(F)c3)cc2N)cc1
-257,-6,-3,-27,1,-4,-6,-3,Fc1ccc(-c2nnc(CN3CCN(c4ccc(C(F)(F)F)cn4)CC3)o2)cc1
-12,8,0,3,-2,10,0,-4,Cc1c(C(=O)NC(C)CCc2ccccc2)oc2c(Cl)cccc12 (stereo not drawn)
-11,-36,-8,-2,-122,1,-25,-4,COCCN1CCC2(CCN(C(=O)c3cnccn3)CC2)C1=O
-6,-3,-5,2,3,1,-5,-1,CCc1ccc(OCC(=O)NS(=O)(=O)c2ccccc2)cc1
8,17,10,4,15,-1,10,2,Cc1cnc(C2COCCN2C(=O)c2ccc3ncccc3c2)[nH]1 (stereo not drawn)
17,27,3,-1,0,43*,13,1,O=C(Nc1ccccc1C(F)(F)F)c1cccc(S(=O)(=O)Nc2cc(C(F)(F)F)ccc2Cl)c1
-10,4,0,-5,-4,0,-2,-1,Cc1nc(N2CCC(C(N)=O)CC2)nc2c1C(=O)CC(c1ccco1)C2 (stereo not drawn)
22,9,10,0,-17,2,10,2,CCOC(=O)C1CCCN(Cc2nc3ccc([N+](=O)[O-])cc3c(=O)n2-c2ccccc2F)C1 (stereo not drawn)

Next section.
USP30 block,USP17 inh,OTUD3 inh,USP7 inh,USP8 inh,USP10 block,USP28 inh,UCHL1 block,smiles
-16,-9,-7,-2,-94,0,-1,-1,COc1ccc(CCNC(=O)CSc2cn(CC(=O)N3CCCCC3)c3ccccc23)cc1OC
-122,3,-24,/,-6,0,-50,0,COc1ccc(CN(Cc2cc3cc(C)c(C)cc3[nH]c2=O)C(=O)NC2CCCCC2)cc1
14,0,7,7,-61,-3,17,3,O=C(CNc1ccccc1N1CCOCC1)Nc1cc(S(=O)(=O)N2CCCCC2)ccc1Cl
/,-5,-1,1,2,0,/,-1,O=C(Cc1ccc(Cl)cc1)N1C[C@@H]2CN(C(=O)c3cscn3)C[C@@H]2C1
1,29,12,5,66*,20,3,3,O=C(COc1ncnc2cc([N+](=O)[O-])ccc12)NCc1ccc2c(c1)OCO2
1,-5,-5,4,-41,-1,-8,-2,CN1[C@@H](CCC(=O)N2CCCC2)CNC(=O)[C@@H]2[C@H]1CCN2CC(C)(C)C
-137,-44,-30,-12,-42,-9,-37,-14,Cc1ccc(S(=O)(=O)N2CCCC(c3nc(-c4ccccn4)no3)C2)cc1 (stereo not drawn)
-4,-15,-15,-2,-6,-2,-12,-2,COc1ccc(CCNC(=O)CCC(=O)Nc2cccc(C(F)(F)F)c2)cc1OC
15,5,9,1,15,3,5,3,CC(C)[C@@H]1NC(=O)N(c2ccc3nc(-c4ccncc4)oc3c2)C1=O
7,-2,7,3,-13,0,-3,0,CCN1CCN(C(=O)c2cc(-c3ccccc3)cn2C)CC1

(more compounds)
USP30 block,USP17 inh,OTUD3 inh,USP7 inh,USP8 inh,USP10 block,USP28 inh,UCHL1 block,smiles
0,-1,3,/,-2,-1,-2,-1,O=C(CCn1nnc2ccccc21)N1C[C@@H](O)[C@H](N2CCCC2)C1
15,8,6,12,3,4,0,3,Cc1ccc(NC(=O)COC(=O)C2(c3ccccc3)CCN(S(=O)(=O)c3ccc(F)c(F)c3)CC2)cc1
-10,-21,-7,2,-28,-1,-12,-2,Cc1cc2n(n1)CCCN2C(=O)CCC(=O)N1CCN(c2ccccn2)CC1
6,5,14,14,7,8,19,10,COc1ccc(C)cc1CCNC(=O)c1cc(C2CC2)nc2c1cnn2C(C)C
-3,-10,-13,0,0,0,-8,-3,O=C(O)CC(NC(=O)OCc1ccccc1)c1ccc2c(c1)OCO2 (stereo not drawn)
13,-1,15,4,9,1,3,2,COc1cc2[nH]c(=O)n(CCCC(=O)N3CCC(C(N)=O)(N4CCCCC4)CC3)c(=O)c2cc1OC
-13,-2,-2,-7,4,-2,3,-1,COc1ccc(CCNC(=O)CN2CCN(Cc3ccc(Cl)cc3)C2=O)cc1OC
5,3,0,2,12,-3,-3,-1,O=C(NC1CCCCC1)c1ccc2c(c1)nnn2CCN1CCOCC1
-21,-8,-3,-2,-2,0,-4,2,COCC(O)CNC(=O)c1ccc2nc(-n3cccc3)sc2c1 (stereo not drawn)
2,14,16,-4,1,3,10,1,CN(C1CCC2(CC1)CNC(=O)c1ccccc1O2)S(C)(=O)=O (stereo not drawn)

The closing four records of the part above come first, to join the parts.
USP30 block,USP17 inh,OTUD3 inh,USP7 inh,USP8 inh,USP10 block,USP28 inh,UCHL1 block,smiles
-13,-2,-2,-7,4,-2,3,-1,COc1ccc(CCNC(=O)CN2CCN(Cc3ccc(Cl)cc3)C2=O)cc1OC
5,3,0,2,12,-3,-3,-1,O=C(NC1CCCCC1)c1ccc2c(c1)nnn2CCN1CCOCC1
-21,-8,-3,-2,-2,0,-4,2,COCC(O)CNC(=O)c1ccc2nc(-n3cccc3)sc2c1 (stereo not drawn)
2,14,16,-4,1,3,10,1,CN(C1CCC2(CC1)CNC(=O)c1ccccc1O2)S(C)(=O)=O (stereo not drawn)
-4,0,-4,3,-8,0,0,-3,CN(C)c1nc(N)ncc1-c1ccc(Oc2ccccc2)cc1
40*,11,-16,-4,2,-3,-13,2,COc1cc2cc(CN(Cc3cccnc3)C(=O)Nc3ccc(Cl)cc3)c(=O)[nH]c2cc1OC
24,0,5,2,-25,-2,5,1,CC(C)CC(=O)N1C[C@H]2C[C@H]3[C@](C1)(CN(Cc1ccncc1)S3(=O)=O)O2
-50,-9,-11,-3,-6,-3,-12,-2,Cn1c(CCC(=O)O)nc2cc(S(=O)(=O)N3CCOCC3)ccc21
0,-6,5,0,-5,2,20,-1,COc1cccc(NC(=O)N2CCN(C3=CC4=NC(C)CN4C=N3)CC2)c1 (stereo not drawn)
-5,-2,-9,-7,38*,16,6,1,Cc1ccccc1Cn1c(=O)n(CCC(=O)NCc2ccco2)c(=O)c2ccccc21
3,4,-3,5,8,3,0,1,COc1ccc(Cl)cc1C(=O)OCC(=O)NC1CCCc2ccccc21 (stereo not drawn)
-1,1,-7,-5,-6,-9,-15,-6,CCc1ccc(NC(=O)Cn2cc(-c3ccccc3)c3ncn(CC)c(=O)c32)cc1
9,14,5,-125,17,14,3,-3,O=C(Nc1ccccc1)c1cn[nH]c1S(=O)(=O)Nc1ccc(Cl)cc1
-2,-5,-4,0,2,1,-2,-2,Cc1cc(N(C)C)nc(N2CCN(C(=O)c3ccco3)CC2)n1

(listing goes on)
USP30 block,USP17 inh,OTUD3 inh,USP7 inh,USP8 inh,USP10 block,USP28 inh,UCHL1 block,smiles
3,0,4,-4,-34,1,-2,0,Cc1ccc(C(=O)N2C[C@H](OCC3CC3)[C@H]3OCCC[C@H]32)cn1
-258,-36,-52,-27,-27,-4,-73,-30,CCc1ccc2c(c1)[C@]1(C(=O)N2)[C@@H]2C(=O)N(c3ccc4c(c3)OCCO4)C(=O)[C@@H]2[C@@H]2CCCN21
21,18,10,-1,12,7,13,3,CCN(c1ccccc1)S(=O)(=O)c1ccc(N2C(=O)CCS2(=O)=O)cc1
-44,-15,-14,-10,-2,-2,-17,-8,CCc1ccc(Nc2nc(N)nc(CN3CCC(C(N)=O)CC3)n2)cc1
-4,-3,-11,-1,-12,-1,-6,-3,Cn1c(NC(=O)c2cccc(C(F)(F)F)c2)cc(=O)n(C)c1=O
-21,77*,75*,94*,70*,79*,68*,93*,CC1(O)CC(=O)c2c(cc3cc(O)cc(O)c3c2O)C1 (stereo not drawn)
-20,-12,0,-1,-37,-6,-4,3,O=S(=O)(C1CCCCC1)N1CC(c2nc(-c3cccnc3)no2)C1
/,14,1,/,4,4,/,6,CCOc1ccccc1N(C)C(=O)Cc1nc(-c2ccc(OC)cc2)no1
-22,18,11,-2,30*,5,0,4,Cn1c(SCC(=O)NCc2ccccc2)nnc1-c1cc2ccccc2o1
-33,-5,10,1,0,-3,14,0,Cc1cccc2c(C(=O)NC3CC3)cc(N(C)C)nc12

Next records follow.
USP30 block,USP17 inh,OTUD3 inh,USP7 inh,USP8 inh,USP10 block,USP28 inh,UCHL1 block,smiles
21,11,9,3,4,6,4,7,Cc1nn(-c2ccccc2)c(Cl)c1C(=O)N1c2ccccc2CC1C (stereo not drawn)
22,-2,1,2,14,-2,3,6,O=C(COC(=O)c1cc(S(=O)(=O)N2CCOCC2)ccc1N1CCCCC1)NC1CCCc2ccccc21 (stereo not drawn)
/,-7,4,0,5,1,/,-2,O=C(Cn1cnc(S(=O)(=O)N2CCCC2)c1)Nc1ccc(F)cc1
-6,1,0,0,3,0,-6,-1,CC1CCN(C(=O)c2cnc3scc(-c4ccccc4)n3c2=O)CC1
-37,33*,-4,6,-14,-1,7,1,Cc1ccc2c(c1)-c1onc(C(=O)NCCc3c[nH]c4ccccc34)c1CO2
24,13,5,4,20,3,14,7,Clc1ccc2c(Nc3ccc4c(c3)OCCO4)c3c(nc2c1)CCCC3
-14,48*,-11,-132,82*,-3,-5,0,O=[N+]([O-])c1ccc2nc3c(c(-c4ccccc4)c2c1)CNCC3

Source: PubChem BioAssay (Dana-Farber Cancer Institute and Novartis Institutes for BioMedical Research (Cambridge, Mass))
